High-throughput results deposited in PubChem BioAssay by several laboratories.
TRPC6 inh: mouse TRPC6 channel inhibition; 310,000 compounds, 1.1% hits; B-score at 10 µM; HEK293-TRPC6, membrane potential dye, ACh-evoked depolarization; active compounds read low; AID 2553; Q61143;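 active = B-score under library mean minus 3 SD, initial fluorescence not abnormally high, positive integrated signal ratio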;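 also: B-score derived from integrated fluorescence ratio over the kinetic read; more negative B-score means stronger inhibition of depolarization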
SKKanGAS inh: SKKanGAS growth inhibition; S. pyogenes SKKanGAS, kanamycin growth, BacTiter-Glo, 6 h; inhibition, % at 7.5 µM; 300,000 compounds, 1.3% hits;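 active = mean replicate score, as percent of positive control median, at least 50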;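 also: strain carries kanamycin resistance gene driven by streptokinase promoter and grows in 40 µg/ml kanamycin; loss of luminescence reflects streptokinase promoter inhibition or plain growth inhibition; 0% = median of DMSO wells and 100% = positive control at its reference dose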
TRPC4 inh: inhibitors of mouse TRPC4 channel | HEK293 TRPC4beta/mu-opioid, DAMGO-evoked Fluo4 calcium flux; active compounds read low | Q9QUQ5 | B-score at 10 µM | 300,000 compounds, 0.39% hits;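 active = B-score over 3 SD under the library average, no early fluorescence shift, positive overall ratio signal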
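Assay system: HEK293 cells with stable TRPC4beta plus mu-opioid receptor expression. Dosing: single dose. Measured by: Fluo4 Ca2+ flux fluorescence. Also added: DAMGO in two steps, submaximal then maximal. Read-out: B score from integrated Fluo4 fluorescence ratio.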
TRPC6 activator: mouse TRPC6 channel activation; Q61143; HEK293-TRPC6 membrane potential dye fluorescence; active compounds read high; B-score at 10 µM; 310,000 compounds, 0.13% hits; AID 2550;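 active = B-score of the integrated fluorescence ratio above library mean plus 3 SD, and starting fluorescence ratio within library mean plus 5 SD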;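 also: higher score means more depolarization so channel activation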
MrgX1 PAM: allosterically activates human MrgX1 receptor signaling; AID 588675; MrgX1-HEK293, Fluo-4 calcium flux, FDSS; active compounds read high; B-score at 10 µM; Q96LB2; 310,000 compounds, 0.63% hits;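 active = plate-corrected calcium response at least 3 library SD above typical, normal starting fluorescence, not activating the receptor alone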;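 also: compound read alongside a low EC10 to EC30 dose of BAM8-22 agonist; peak minus trough fluorescence over baseline measured at the second addition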
Target sequence (Q96LB2 whole entry, looked up): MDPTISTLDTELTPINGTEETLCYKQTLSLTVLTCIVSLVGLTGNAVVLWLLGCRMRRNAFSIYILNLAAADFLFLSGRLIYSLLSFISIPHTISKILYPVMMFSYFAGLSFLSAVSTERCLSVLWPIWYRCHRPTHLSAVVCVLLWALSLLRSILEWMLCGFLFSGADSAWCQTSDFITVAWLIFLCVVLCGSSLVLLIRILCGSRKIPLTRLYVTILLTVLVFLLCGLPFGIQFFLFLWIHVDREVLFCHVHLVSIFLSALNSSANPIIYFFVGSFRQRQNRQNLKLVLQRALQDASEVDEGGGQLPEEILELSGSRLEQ
ANO1 activ: activators or potentiators of mouse TMEM16A chloride channel | HEK293 TMEM16A/YFP-H148Q/I152L, iodide quench fluorescence; active compounds read low | 340,000 compounds, 0.3% hits | Q8BHY3 | AID 623877 | B-score at 10 µM;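 active = fluorescence-ratio B-score plate-corrected deviation score at least 3 library SD below zero, with starting fluorescence score within 5 deviations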;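 also: channel opened by trigger with iodide after compound preincubation; score built on the fluorescence ratio of max minus min over baseline; more negative score means more quench and so TMEM16A activation or potentiation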
TRPC4 PAM: TRPC4 (mouse) allosteric potentiation. B-score at 10 µM. AID 2227. Q9QUQ5. HEK293 TRPC4beta/mu-opioid, DAMGO EC20, Fluo-4 Ca2+ flux; active compounds read high. 310,000 compounds, 0.42% hits;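 active = B-score of calcium response area above 5 SD of library B-scores, with initial fluorescence ratio within 5 SD of library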;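 also: B-score of integrated fluorescence ratio over time as area under calcium response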
TMEM16A inh: mouse TMEM16A channel inhibition, primary screen | Q8BHY3 | HEK293 TMEM16A/YFP iodide influx fluorescence, ionomycin | normalized B-score (activity score, 25-100; higher = stronger inhibition) at 10 µM | 310,000 compounds, 1.2% hits | AID 588511;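 active = ratio plate-corrected score three or more library SD toward inhibition, starting fluorescence score within five deviations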;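 also: score derived from kinetic fluorescence span divided by baseline fluorescence per well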
TRPC4 act: activators of mouse TRPC4 channel; Q9QUQ5; HEK293 TRPC4beta/mu-opioid, Fluo4 calcium fluorescence; active compounds read high; B-score at 10 µM; 310,000 compounds, 0.49% hits; AID 2237;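 active = B-score above 5 SD of library B-scores, and initial fluorescence ratio not above library mean plus 5 SD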;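 also: positive B-score marks a calcium rise read as TRPC4 activation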
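Assay system: HEK293 cells stably co-expressing mouse TRPC4beta and mu-opioid receptor / Timing: Fluo4 dye loading 45 min at room temperature, 110 s recording / Signal: Fluo4 calcium-sensitive dye fluorescence, kinetic, 1 Hz baseline / Read-out: integrated baseline-normalised fluorescence ratio, converted to per-well B score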
MrgX1 ag: activates human MrgX1 receptor signaling | Q96LB2 | MrgX1-HEK293 cells, Fluo-4 calcium fluorescence, agonist mode; active compounds read high | B-score at 10 µM | 310,000 compounds, 0.44% hits;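 active = calcium response B-score plate-corrected fluorescence ratio at least 3 library SD, with starting fluorescence B-score inside 5 SD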
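Test system: HEK293 cells stably expressing human MrgX1 receptor; Input: fifteen thousand cells per well; Dosing: compound delivered in addition one of three; Schedule: overnight seeding, then 1 h dark dye loading; Technique: Fluo-4 NW calcium fluorescence; Measure: B-scored fluorescence response ratio; Controls: positive and negative controls per plate.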
MrgX1 antagonist: blocks BAM8-22 activation of human MrgX1 receptor; MRGX1-HEK293 calcium flux, Fluo-4, BAM8-22 antagonism; active compounds read low; 310,000 compounds, 1.3% hits; B-score at 10 µM; Q96LB2;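 active = calcium-response B-score plate-corrected more than 3 library SD below zero, starting fluorescence within 5 deviations, no agonist response on first addition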;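 also: peak minus trough fluorescence over baseline after final BAM8-22 challenge near maximal dose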
The depositor's hits bear a star; i = inactive; nt = not tested or not shown.

| Compound | TRPC6 inh | SKKanGAS inh | TRPC4 inh | TRPC6 activator | MrgX1 PAM | ANO1 activ | TRPC4 PAM | TMEM16A inh | TRPC4 act | MrgX1 ag | MrgX1 antagonist |
| --- | --- | --- | --- | --- | --- | --- | --- | --- | --- | --- | --- |
| Cc1ccc(NC(=O)NCc2cccn2C)cc1C | i | 2 | i | i | i | i | i | i | i | i | i |
| Cc1ccc(C(=O)NCCNC(=O)c2ccco2)cn1 | i | -3 | i | i | i | i | i | i | i | i | i |
| CC(=O)NC1=C(NC2CCS(=O)(=O)C2)C(=O)c2ccccc2C1=O (stereo not given) | i | 8 | i | i | i | i | i | i | i | i | i |
| CC(C)c1ccc(-c2cc(C(=O)N3CCOCC3)c3cc(Br)ccc3n2)cc1 | i | 24 | i | i | i | i | i | i | i | i | i |
| COCCNC(=O)CN(c1cc(Cl)ccc1OC)S(=O)(=O)c1ccc(C)c([N+](=O)[O-])c1 | i | 0 | i | i | i | i | i | i | i | i | i |
| CCCc1nnc(NC(=O)CCC(=O)N2CCCCC2CC)s1 (stereo not given) | i | 6 | i | i | i | i | i | i | i | i | i |
| COc1cc(C(=O)N/N=C/c2sc(=O)n(-c3ccccc3)c2Cl)cc(OC)c1OC | i | 3 | i | i | i | i | i | i | i | i | i |
| CN(C)Cc1c(C(=O)N/N=C/c2ccccc2OCc2c(F)cccc2Cl)nnn1-c1nonc1N | i | 10 | i | i | i | i | i | i | i | i | i |
| Cc1cc(C)c(C(=O)Nn2c(C)nc3ccccc3c2=O)cc1C | i | 7 | i | i | i | nt | i | i | i | i | i |
| Nc1ccc(Nc2ccccc2)c(Cl)c1 | i | 1 | i | i | i | i | i | i | i | i | i |
| COc1ccc(OCCCC(=O)Nc2ccc3c(c2)OCO3)cc1 | i | -2 | i | i | i | i | i | i | i | i | i |
| CCOC(=O)N1CCC(Nc2ccc(N3C(=O)C4CCCCC4C3=O)cc2[N+](=O)[O-])CC1 (stereo not given) | i | -9 | i | i | i | i | i | i | i | i | i |
| CSc1nc(N)n2nc(C(C)(C)C)cc2n1 | i | -5 | i | i | i | i | i | i | i | i | i |
| COc1ccc(C(=O)N2CCC(N3CCN(c4ccccc4)CC3)CC2)cc1OC | i | 0 | i | i | i | i | i | i | i | i | i |
| CSCCC(NC(=O)c1ccco1)C(=O)Nc1cc(C)ccn1 (stereo not given) | i | 29 | i | i | i | i | i | i | i | i | i |
| CCOc1ccc(-c2nc(C#N)c(NCc3ccc4c(c3)OCO4)o2)cc1 | i | 4 | i | i | i | i | i | i | i | i | i |
| CC(=O)c1cccc(NC(=O)c2ccc(N(Cc3ccc(C)cc3)S(C)(=O)=O)cc2)c1 | i | 25 | i | i | i | i | i | i | i | i | i |
| CCc1ccc(C2C(C#N)=C(N)SC(N)=C2C#N)s1 | i | 4 | i | i | i | i | i | i | i | i | -6.1* |
| CCOc1ccc(Cc2noc3c2C(=O)CCC3)cc1OCC | i | 0 | i | i | i | i | i | i | i | i | i |
| COc1ccc(CC(=O)Nc2ccc(-c3nnc(-c4ccccc4)o3)cc2)cc1 | nt | nt | nt | nt | i | i | nt | i | nt | i | i |
| CCCCn1c(-c2ccco2)nc2ccccc2c1=O | nt | 0 | nt | nt | i | i | nt | i | nt | i | i |
| COc1ccc(OC)c(S(=O)(=O)Nc2c(F)cccc2F)c1 | i | -9 | i | i | i | i | i | i | i | i | i |
| Cc1ccc(S(=O)(=O)N2CCN(C(=O)c3cccs3)CC2)cc1C | i | -5 | i | 18* | i | i | i | i | i | i | i |
| CCOc1cccc(OCCCCN2CCCCC2)c1 | i | -13 | i | i | i | i | i | i | i | i | i |
| Cc1ccc(S(=O)(=O)C(C#N)c2nc3ccccc3nc2OC(C)C)cc1 (stereo not given) | i | 23 | i | i | i | i | i | i | i | i | i |
| O=C(c1ccccc1Oc1ccc([N+](=O)[O-])cc1)N1CCOCC1 | i | -4 | i | i | i | i | i | i | i | i | i |
| COc1ccc(/C(C)=N/NC(=O)c2ccc(CSc3cccc4cccnc34)cc2)cc1OC | i | 11 | i | i | i | i | i | i | i | i | i |
| Cc1ccccc1-c1nc(CN2CCC(C(=O)O)CC2)c(C)o1 | i | -6 | i | i | i | i | i | i | i | i | i |
| Fc1ccccc1SCc1nnc(-c2ccccc2Br)o1 | i | 8 | i | i | i | i | i | i | i | i | i |
| Cc1cccc(C)c1NC(=O)NCCCN1CCN(c2ccccc2)CC1 | i | -1 | i | i | i | i | i | i | i | i | i |
| CCc1ccc(N2C(=O)C(Cl)=C(N3CCCCCC3)C2=O)cc1 | i | 3 | i | i | i | i | i | i | i | i | i |
| CCC(=O)N1c2ccc(S(=O)(=O)CCC(=O)Nc3ccc(OC)cc3OC)cc2CC1C (stereo not given) | i | 1 | i | i | i | -42* | i | i | i | i | i |
| COC(=O)[C@H](C)NC(=O)NC1CCCc2ccccc21 (stereo not given in full) | i | 3 | i | i | i | i | i | i | i | i | i |
| CCN1CCCC1CNC(=O)C(=O)Nc1ccccc1 (stereo not given) | i | -3 | i | i | i | i | i | i | i | i | i |
| CCCCCOC(=O)CSc1nnc(-c2cc(OC)c(OC)c(OC)c2)o1 | i | 2 | i | i | i | i | i | 25* | i | i | i |
| CC1CCN(c2ccc3c(c2)S(=O)(=O)c2ccccc2C3=O)CC1 | i | 1 | i | i | i | i | i | i | i | i | i |
| O=C(NCc1ccco1)C(=O)NCC1OCCN1S(=O)(=O)c1ccc(Cl)cc1 (stereo not given) | i | 0 | i | i | i | i | i | i | i | i | i |
| CC(=O)Oc1ccccc1N(C(C)=O)S(=O)(=O)c1ccc(C)cc1 | i | 4 | i | i | i | i | i | i | i | i | i |
| CCN1C(=O)c2ccccc2S(=O)c2ccc(C(=O)NC3CC3)cc21 (stereo not given) | i | 1 | i | i | i | i | i | i | i | i | i |
| C#CCN(C)CCCOc1ccc(Cl)cc1Cl | i | 3 | i | i | i | i | i | i | i | i | i |
| CCOC(=O)C1CCN(C(=O)CN(c2cc(OC)ccc2OC)S(=O)(=O)c2ccccc2)CC1 | i | -12 | i | i | i | i | i | i | i | i | i |
| O=c1ccc2cc3c([nH]c4ccc(Br)cc43)oc-2c1O | i | 43 | i | i | 11* | i | i | i | i | i | i |
| CN(C)c1ccc(C=C2C(=O)OC3(CCCC3)OC2=O)cc1 | i | -2 | i | i | i | i | i | i | i | i | i |
| CC1=CC(c2ccc(Cl)cc2)n2nc(NC(=O)c3ccccc3)nc2N1 (stereo not given) | i | 16 | i | i | i | i | i | i | i | i | i |
| CCC(C)SCC(=O)Nc1ccc(S(=O)(=O)N2CCOCC2)cc1OC (stereo not given) | i | -7 | i | i | i | i | i | i | i | i | i |
| O=S(=O)(O)c1nc2ccccc2n1Cc1cccc2ccccc12 | i | 21 | i | i | i | nt | i | i | i | i | i |
| COc1cc(/C=N/Nc2nncc3ccccc23)cc(OC)c1OC | -7.9* | -7 | i | i | i | i | i | i | i | i | i |
| CCc1noc(C)c1C(=O)NCCc1ccccc1 | i | -8 | i | i | i | i | i | i | i | i | i |
| CN1C(=O)CS(=O)c2ccc(C(=O)NC3CC3)cc21 (stereo not given) | i | -6 | i | i | i | i | i | i | i | i | i |
| COc1cccc(C(=O)Cn2c(NCCO)nc3ccccc32)c1 | i | 0 | i | i | i | i | i | i | i | i | i |
| COc1ccccc1N1CCN(C2CCN(C(=O)COc3ccccc3)CC2)CC1 | i | -5 | i | i | i | i | i | i | i | i | i |
| Cc1ccc(NC(=O)CN(C)C(=O)Cn2cc(C(F)(F)F)cc(Cl)c2=O)cc1 | i | 3 | i | i | i | i | i | i | i | i | i |
| O=C(c1cccnc1)N1CCN(C/C=C/c2ccccc2)CC1 | i | 0 | i | i | i | i | i | i | i | i | i |
| Cc1ccc(NS(=O)(=O)c2ccc(-c3ccc(=O)[nH]n3)o2)c(C)c1 | i | -1 | i | i | i | i | i | i | i | i | i |
| CCc1nnc(SCC(=O)N2CCCC(N3CCN(c4ccccc4C)CC3)C2)o1 (stereo not given) | i | 3 | i | i | i | i | i | i | i | i | i |
| O=C(Nc1c2c(nn1-c1ccccc1)CS(=O)C2)c1ccc2c(c1)OCO2 (stereo not given) | i | -6 | i | i | i | i | i | i | i | i | i |
| CCOC(=O)CC(NC(=O)c1cc2cc(Cl)cc(Cl)c2oc1=O)c1cccc([N+](=O)[O-])c1 (stereo not given) | i | -1 | i | i | i | i | 21* | i | i | i | i |
| O=C(Nc1cn(-c2ccccc2)nc1-c1cccs1)c1ccco1 | i | -2 | i | i | i | i | i | i | i | i | i |
| COc1ccc(-c2nc3ccncc3[nH]2)cc1OC | i | 2 | i | i | i | i | i | i | i | i | i |
| CC(=O)N1CCOc2ccc(S(=O)(=O)N3CCCCC3)cc21 | i | 6 | i | i | i | i | i | i | i | i | i |

(list continues)
| Compound | TRPC6 inh | SKKanGAS inh | TRPC4 inh | TRPC6 activator | MrgX1 PAM | ANO1 activ | TRPC4 PAM | TMEM16A inh | TRPC4 act | MrgX1 ag | MrgX1 antagonist |
| --- | --- | --- | --- | --- | --- | --- | --- | --- | --- | --- | --- |
| CCOC(=O)N1CC=C2C(C#N)=C(N)C(C#N)(C#N)[C@H](c3ccsc3)[C@H]2C1 | i | -8 | i | i | i | i | i | i | i | i | i |
| Cc1ccc(N(Cc2ccccc2F)S(C)(=O)=O)cc1C | i | -3 | i | i | i | i | i | i | i | i | i |
| CN(C)CCNS(=O)(=O)c1ccc2c3c(cccc13)C(=O)N2 | i | -2 | i | i | i | i | i | i | i | i | i |
| CN1CCN(CC(=O)c2ccccc2F)CC1 | i | 1 | i | i | i | i | i | i | i | i | i |
| CC1NC2(C(=O)N(Cc3ccccc3)c3ccccc32)C2C(=O)N(c3ccccc3)C(=O)C12 (stereo not given) | i | 1 | i | i | i | i | i | i | i | i | i |
| N#Cc1c(-c2ccccc2Cl)noc1/C=C/Nc1ccc(C(=O)O)cc1 | i | 16 | i | i | i | i | i | i | i | i | i |
| CC(C)CNC(=O)C1CCCN(S(=O)(=O)c2ccc(-n3cnnn3)cc2)C1 (stereo not given) | i | -6 | i | i | i | i | i | i | i | i | i |
